Compound activity (PubChem)
GSK3 alpha inh: blockers of GSK3A enzyme activity – biochemical, luminescence, cell-free homogeneous, HTS, primary screen; GSK-3 alpha kinase, ADP-Glo luminescence, 60 min; inhibition, % at 10 µM; 0.1% of 320,000 active; AID 2650, 2010;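 in the data active = inhibition above about 50%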;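 also: GST-tagged GSK-3 alpha with peptide substrate and 25 µM ATP; 0% = DMSO neutral wells and 100% = GW8510 positive control wells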
Target sequence (P49840 whole entry, looked up): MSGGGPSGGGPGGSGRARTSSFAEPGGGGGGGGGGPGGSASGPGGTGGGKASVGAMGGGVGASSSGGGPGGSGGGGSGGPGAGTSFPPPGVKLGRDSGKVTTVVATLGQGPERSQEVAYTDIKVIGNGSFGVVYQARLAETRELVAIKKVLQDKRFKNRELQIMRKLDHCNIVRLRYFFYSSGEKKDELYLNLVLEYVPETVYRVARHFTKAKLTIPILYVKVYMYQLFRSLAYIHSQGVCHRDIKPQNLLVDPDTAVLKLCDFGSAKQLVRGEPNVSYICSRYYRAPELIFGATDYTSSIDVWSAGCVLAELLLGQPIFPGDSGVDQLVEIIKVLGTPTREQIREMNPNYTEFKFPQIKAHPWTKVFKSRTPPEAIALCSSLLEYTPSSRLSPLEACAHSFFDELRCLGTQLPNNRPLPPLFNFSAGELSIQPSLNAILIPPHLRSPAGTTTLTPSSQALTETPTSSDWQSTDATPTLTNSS
GSK3beta inhib: human GSK3beta kinase inhibitors, primary screen, biochemical, cell-free homogeneous, HTS; Glycogen synthase kinase-3 beta (Homo sapiens), P49841; GST-GSK3beta kinase, ADP-Glo luminescence, 60 min; stronger effect = lower value; activity score (negative = inhibition), % at 10 µM; 0.038% of 300,000 active; AID 2097, 2009;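 active = more than half of replicate wells score below -50%, meaning over 50% inhibition versus plate controls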;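 also: 0% = median DMSO wells and -100% = median GW8510 positive control wells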
Target sequence (P49841 whole entry, looked up): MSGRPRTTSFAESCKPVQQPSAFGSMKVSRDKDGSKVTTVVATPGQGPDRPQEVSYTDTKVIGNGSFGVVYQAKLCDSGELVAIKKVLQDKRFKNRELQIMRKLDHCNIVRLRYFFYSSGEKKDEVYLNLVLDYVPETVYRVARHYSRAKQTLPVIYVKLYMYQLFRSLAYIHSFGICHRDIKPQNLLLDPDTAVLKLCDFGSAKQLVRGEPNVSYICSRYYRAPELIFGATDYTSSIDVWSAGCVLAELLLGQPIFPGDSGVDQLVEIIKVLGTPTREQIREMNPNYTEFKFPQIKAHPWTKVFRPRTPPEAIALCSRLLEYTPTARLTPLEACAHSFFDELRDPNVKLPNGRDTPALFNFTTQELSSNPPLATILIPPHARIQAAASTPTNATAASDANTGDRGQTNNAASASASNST
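Test system: GST-tagged human GSK3beta kinase, cell-free; evaluation: activity score scaled between in-plate DMSO and GW8510 controls; measured by: ADP-Glo luminescence; incubation: 60 min reaction, RT; benchmarks: DMSO and 20 µM GW8510; reagent: peptide substrate plus 25 µM ATP (final); medium: Tris/MgCl2 kinase buffer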
aSyn 5UTR inh: MLPCN primary screen, SNCA 5' untranslated region | inhibition, % (tested at 7.5 µM) | 0.82% of 300,000 active | AID 1813, 2009 | alpha-synuclein 5'UTR reporter, inhibitor activity; in the data active = inhibition above about 60%;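 also: H4 neuroglioblastoma cells stably carrying SNCA 5'UTR luciferase fusion; 0% = DMSO wells and 100% = positive control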
HSF1 inhib: HSF1 inhibitors in luciferase reporter cells, primary screen, cell-based, NIH3T3, luminescence | NIH3T3-HGL HSE-luciferase, MG132-induced, luminescence 8 h; stronger effect = lower value | activity change, negative = inhibition, % at 7.5 µM (by protocol) | 0.77% of 300,000 active | AID 2098, 2009;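 active = more than half of replicate wells show activity change below -50%, luminescence cut by over half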;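 also: luciferase reports HSF-1 transcriptional activity via heat shock element; 0% = median of DMSO wells and -100% = zero luminescence signal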
PolyA inh: polyadenylation inhibitors in yeast reporter cells, primary screen, luminescence, S. cerevisiae | calls only at 12 µM | 0.02% of 300,000 active | AID 1875, 2009 | S. cerevisiae SKY197-pL101 polyadenylation reporter, beta-gal luminescence; efflux-impaired pdr1/pdr3 knockout yeast; score 100 = 6 SD above DMSO;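 active = lowest replicate activity score at least 50, where 100 means six control SD above control mean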;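 also: yeast exposed to compound for 9 h at 30 °C; higher score means more reporter readthrough which indicates perturbed polyadenylation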
AI-2 QS mod: Vibrio harveyi AI-2 quorum sensing modulators, primary screen, JMH597 strain, luminescence/OD600 ratio. Vibrio harveyi JMH597 AI-2 luminescence/OD600 ratio, 9 h; stronger effect = lower value; strain lacks LuxN and CqsS sensors; 0 = neutral-control median. activity change, % at 7.5 µM. 0.4% of 300,000 active; in the data active = activity change below about -75%, passing the limit was not always enough;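 also: luminescence divided by OD600 gain over 9 h not by final OD600 alone; inactives centre near 13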
HSP90 inh: HSP90 inhibitors, primary screen, cell lysate, luminescence; Heat shock protein HSP 90 (rabbit reticulocyte lysate; luciferase refolding); Rabbit reticulocyte lysate, luciferase refolding luminescence, 3 h; inhibition, % at 5.6 µM; 0.91% of 290,000 active; AID 1789, 2009;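 active = inhibition above the screen-wide mean plus 3 SD, computed separately per campaign, cut at about 16% in these data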;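 also: 0% = DMSO wells and 100% = 60 µM geldanamycin wells; inhibitors lower the luminescence because luciferase stays unfolded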
KLF5 inhibitor: KLF5 expression inhibitors, primary screen, DLD-1 cells, luminescence; DLD-1 KLF5 promoter-luciferase reporter; inhibition, % at 5 µM; 0.23% of 290,000 active;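 active = inhibition above a per-plate limit of that plate's mean compound inhibition plus 3 SD, cut at about 60% in these data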;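 also: 0% = DMSO wells and 100% = LY294002 at 200 µM; higher means less KLF5 promoter-driven luciferase light; inactives centre near -14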
HSF1 activator: HSF-1 activators, primary screen, NIH3T3-HGL cells, MG132 stress, luminescence, single point; activation, % at 9 µM; AID 504408, 2011; NIH3T3-HGL HSF-1 luciferase reporter, 8 h; 100% = twice DMSO control signal; 1.7% of 300,000 active;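 active = mean replicate activation of at least 50% with a set share of replicates each reaching 50%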;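 also: 0% = median of the neutral control wells and 100% = twice that signal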
IEC-6 tox: cytotoxicity in IEC-6 intestinal epithelial cells, primary screen, cytotoxicity control for KLF5 inhibitor project, cell-based, luminescence; inhibition, % at 5 µM; IEC-6 cytotoxicity, luminescence viability; 0.78% of 290,000 active; in the data active = inhibition above about 22%;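 also: 0% = plate median of test compound wells and 100% = cytotoxic reference compound wells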
Active calls of the source: *; i = inactive; . = not tested or not shown. A portion of the library; count on the stated rates, not on these rows.

SMILES	GSK3 alpha inh	GSK3beta inhib	aSyn 5UTR inh	HSF1 inhib	PolyA inh	AI-2 QS mod	HSP90 inh	KLF5 inhibitor	HSF1 activator	IEC-6 tox
Cc1cc(=O)[nH]c2c(C)cc(S(=O)(=O)N3CCCCC3)cc12	.	1	11	11	i	28	-5	-31	9	14
O=C(NC1CC2CCCC(C1)N2C(=O)N1CCCCC1)C1CCCCC1 (stereo unspecified)	-2	-3	8	-6	i	7	-3	-22	7	-1
CCN(CC)S(=O)(=O)c1ccc(N/N=C(\C)c2ccc3c(c2)OCO3)c([N+](=O)[O-])c1	1	0	29	-13	i	27	3	9	-1	5
Cc1ccc(CNC(=O)c2ccc(CS(=O)(=O)c3ccccc3C)o2)cc1	-3	2	-10	1	i	28	-2	-10	-20	-12
CCC(C)[C@H]1CN=C(N)N1CCc1cccc2ccccc12 (stereo partly specified)	5	-6	7	5	i	31	.	.	-5	.
CN(C)C(CNC(=O)CCc1nc2cc(Cl)ccc2n(Cc2ccccc2)c1=O)c1ccccc1 (stereo unspecified)	-1	-6	-7	1	i	-3	.	.	-4	.
NC1=NC(c2ccc([N+](=O)[O-])cc2)N(c2ccc(F)cc2)C(N)=N1 (stereo unspecified)	-4	0	-5	4	i	4	.	.	-1	.
COc1ccc(-c2c(C#Cc3ccccc3)c3ccccc3n2C)cc1	-2	3	-87	39	i	-53	4	-39	64*	6
COc1ccc(/C=C/C(=O)OCC(=O)c2c(N)n(C)c(=O)n(C)c2=O)cc1	1	1	-23	-10	i	10	-2	-20	-16	-9
Cc1nnc(NC2=NCCC2)s1	1	3	-6	-7	i	6	4	-4	-3	-3
Cc1ccc(NC(=O)COC(=O)COc2ccc(Cl)cc2)c([N+](=O)[O-])c1	0	4	9	-3	i	24	-3	-22	23	-4
O=C1CSC(c2cccc([N+](=O)[O-])c2)N1C1CC2CCC1C2 (stereo unspecified)	-7	-2	-8	-4	i	7	-3	-2	5	4
Cn1c(=O)c2c(nc(CN3CCCCC3)n2CCc2ccccc2)n(C)c1=O	-2	3	.	.	i	16	-2	-21	.	-4
O=C(Cc1cccs1)NCCS(=O)(=O)N1CCN(c2cccc(Cl)c2)CC1	0	1	18	2	i	19	.	.	5	.
Cc1cnc(NC(=O)c2ccco2)s1	.	2	-94	25	i	26	5	-141	40	4
COc1ccccc1N(C(=O)Cn1nnc(-c2ccc(C)o2)n1)C(C(=O)NC1CCCC1)c1ccncc1 (stereo unspecified)	1	-2	7	0	i	4	4	-9	-8	1
Cc1ccc(C2(C)NC(=O)N(CC(=O)N3CCN(S(=O)(=O)c4cccs4)CC3)C2=O)cc1 (stereo unspecified)	-3	-1	6	1	i	5	.	.	8	.
CNC(=O)c1c(NC(=O)C2=COCCO2)sc2c1CCC(C)C2 (stereo unspecified)	-4	-1	-37	5	i	5	-5	-44	1	0
COc1ccc(CN(CCC(c2ccccc2)c2ccc(OC(C)C)cc2)C(=O)CCl)cc1OC (stereo unspecified)	0	-1	-10	3	i	22	5	-15	30	4
CCc1cccc(NS(=O)(=O)c2cccc3cccnc23)c1	-2	1	5	-3	i	9	0	-49	-1	-3
O=C(CCc1ccccc1)N1N=C(c2ccncc2)CC1(O)C(F)(F)F (stereo unspecified)	-1	3	20	1	i	20	-1	-6	6	-3
COc1cc(C(=O)Nc2ccc(C)cn2)c([N+](=O)[O-])cc1OC	7	-2	-18	3	i	7	-1	-27	16	-5
COc1ccccc1N1CCN(C2CCN(S(=O)(=O)c3ccc(NC(C)=O)cc3)CC2)CC1	-2	1	6	-3	i	8	2	-10	6	-4
O=C(NCC1CCCO1)C1CCN(S(=O)(=O)c2cc(Cl)ccc2Cl)CC1 (stereo unspecified)	6	0	6	-1	i	12	2	-5	1	8
CC1(C)CC(=O)C2=C(C1)N(Cc1ccco1)C(=O)C2(NC(=O)c1cccnc1)C(F)(F)F (stereo unspecified)	-2	-1	-10	-13	i	14	2	-32	-31	-3
O=C(Nc1ccccc1N1CCN(c2ccccc2)CC1)c1cccc(F)c1	0	1	30	-4	i	0	-1	-24	0	-8
COC(=O)c1cn(C(C)C(=O)NCc2ccco2)c2ccccc12 (stereo unspecified)	-3	3	-4	2	i	48	-2	-2	0	-1
COc1ccc(Cc2nc(-c3cccnc3)no2)cc1OC	1	4	21	-2	i	16	1	-40	0	-3
O=C(CN1CCN(S(=O)(=O)c2ccccc2)CC1)NCCc1ccccc1	5	-5	5	2	i	14	1	-28	4	-7
Cc1cccc(C(=O)NC(=S)NNC(=O)Cc2ccccc2)c1	-3	2	-12	5	i	-91*	5	-18	10	3
O=S(=O)(Nc1cccc(-c2ccc(N3CCCCCC3)nn2)c1)c1ccc(F)cc1	-2	3	-146	-10	i	28	1	-91	-9	-1
O=C1CCC(C(=O)N2CCSCC2)CN1CCc1ccccc1 (stereo unspecified)	-10	-23	-11	-5	i	7	-2	-25	13	-6
C=CCn1c(CCc2ccccc2)nnc1SCC(N)=O	-2	6	12	5	i	12	0	-42	16	-3
O=C(CN1C(=O)COc2ccccc21)NCCCN1CCCCC1	2	0	-16	-3	i	13	-2	-20	-7	0
O=C(N/N=C/c1ccc(OC(=O)c2cccs2)cc1)c1ccccn1	-1	-3	-98	14	i	19	5	-126	-15	-8
COc1c(N2C[C@@H]3CCCN[C@@H]3C2)c(F)cc2c(=O)c(C(=O)O)cn(C3CC3)c12	-1	3	-18	-4	i	19	.	.	-11	.
CC(C)(C)NC(=O)CSC(=Nc1cccc(F)c1)NC#N	-1	-2	-13	7	i	11	-1	-65	7	-2
CCCOC(=O)c1ccc(Oc2cn[nH]c2-c2ccc(OC)cc2O)cc1	1	3	15	6	i	50	2	-12	15	-4
CCOC(=O)C1=C(C)NC2=C(C(=O)c3ccccc32)C1c1ccc(O)cc1 (stereo unspecified)	1	0	1	8	i	31	6	-1	31	4
CCc1ccccc1NC(=O)CN1CCC(NC(=O)COC)CC1	0	3	8	2	i	24	-1	-16	37	-3
O=S(=O)(c1ccc(Br)cc1)N1CCOC12CCCCC2	0	1	-14	4	i	23	-3	-6	6	-3
Cc1cccc(-c2nc(S(=O)(=O)c3ccc(F)cc3)c(NCCCN3CCOCC3)o2)c1	2	-6	-14	-5	i	30	-3	-10	2	-4
O=C(NCCN1C(=O)S/C(=C\c2cccnc2)C1=O)c1ccc(S(=O)(=O)N2CCCC2)cc1	-1	2	5	-5	i	-1	1	7	7	-1
C[C@@H](CO)NC(=O)c1ccc2c3n(nc2c1)-c1ccccc1CO3	10	-5	-19	-23	i	13	.	.	-40	.
Cc1ccc(CN2CCC(CNC(=O)C3CCCN(c4ncnc5c4nc4n5CCCCC4)C3)CC2)cc1 (stereo unspecified)	1	3	-9	0	i	-1	4	-14	-10	4
COc1ccc(CCNC(=O)CCNS(=O)(=O)c2cc(Br)cnc2N)cc1OC	0	0	-23	-4	i	6	-2	4	-28	-5
O=C(O)C1C2C=CC(C2)C1C(=O)NCCc1cccc(Cl)c1 (stereo unspecified)	-1	-11	4	-3	i	16	-2	-14	3	7
CCOC(=O)CC1COc2ccccc2N1C(=O)c1ccc(F)cc1 (stereo unspecified)	-2	.	-10	-2	i	.	-2	-23	8	-7
Cc1c(Cl)cccc1S(=O)(=O)Nc1ccnn1C	-2	2	-6	-31	i	50	1	8	-47	-2
Cc1cc(C)nc(NS(=O)(=O)c2ccc(NC(=O)C3CC(=O)N(c4ccccc4)C3)cc2)n1 (stereo unspecified)	-1	-2	-5	-7	i	12	-3	4	3	0
Cc1ccc(OCc2cc(C(=O)NC3CCOC3)no2)cc1C (stereo unspecified)	2	2	-31	4	i	18	-1	-5	27	2
O=C(Nc1cccnc1)c1c(F)cccc1F	-2	3	6	1	i	25	-4	-17	-10	-7
Cc1nn(Cc2ccc(F)cc2)c(Cl)c1/C=N/NC(=O)c1ccccc1	-2	26	-11	5	i	18	-1	5	4	1
O=C(c1ccco1)[C@@H]1[C@@H]2C(=O)N(c3ccc(F)cc3)C(=O)[C@@H]2[C@H]2C=Cc3ccccc3N21	0	.	.	.	.	.	2	2	.	3
CCOC(=O)N1CCC(N(CCN(C)C)C(=S)Nc2cc(C)cc(C)c2)CC1	-3	-6	14	-3	i	20	-4	-28	-1	5
COC(=O)c1ccc(OCC(O)CN2CCC(C)CC2)cc1 (stereo unspecified)	4	2	0	-6	i	14	-1	-21	-11	-11
Cc1ccc(NC(=O)CCNC(=O)c2ccc(Br)cc2)cc1S(=O)(=O)N1CCOCC1	.	1	1	1	i	31	.	.	-3	.
CSc1nc(NC(C)(C)C)nc(Oc2ccc(=O)[nH]n2)n1	5	0	2	27	i	4	-3	-4	52*	-3
Cc1ccc(-c2c(=O)n(O)c3ccccc3[n+]2[O-])cc1	-2	0	6	4	i	10	-1	-35	13	-3
Cc1cc(Cl)ccc1Nc1ncccc1C(N)=O	0	5	-154	26	i	-7	-1	-32	44	2

Brought forward from above: 2 compounds; new compounds follow.
SMILES	GSK3 alpha inh	GSK3beta inhib	aSyn 5UTR inh	HSF1 inhib	PolyA inh	AI-2 QS mod	HSP90 inh	KLF5 inhibitor	HSF1 activator	IEC-6 tox
Cc1ccc(-c2c(=O)n(O)c3ccccc3[n+]2[O-])cc1	-2	0	6	4	i	10	-1	-35	13	-3
Cc1cc(Cl)ccc1Nc1ncccc1C(N)=O	0	5	-154	26	i	-7	-1	-32	44	2
Cn1cc(C(=O)N2CCN(c3ccccc3)CC2)c(=O)c2cc(S(=O)(=O)N3CCOCC3)ccc21	0	-1	13	-9	i	14	1	20	2	7
COC(=O)COc1ccc(S(=O)(=O)NCc2ccc3c(c2)OCO3)cc1C	-1	-1	13	4	i	8	-2	-17	15	-4
CCN(CC)CCCNC(=O)c1ccc2c3n(nc2c1)-c1ccc(Cl)cc1CO3	-3	-1	-246	3	i	3	.	.	15	.
O=C(Nc1ccc(F)c(Cl)c1)Nc1cnccn1	.	-1	9	-5	i	39	0	-18	1	-1
CCCCNc1nc2ccccc2nc1Cl	2	-2	9	-4	i	15	1	3	-3	-5
COc1ccc(C(C)=O)cc1CSCCC(=O)O	-2	2	7	4	i	47	5	-9	30	3
COc1ccc(NC(=O)C2CC(c3c(F)cccc3Cl)=NO2)cc1 (stereo unspecified)	-4	1	-49	7	i	1	-2	-33	5	0
